High-throughput results from PubChem BioAssay.
CHO parental Ca: counter-screen for OX1R antagonists: effect in parental CHO cells. parental CHO-K1, ATP-induced calcium, Fluo-8 fluorescence. inhibition, % at 5.6 µM. 330,000 tested, 0.63% active. AID 463079;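 active means inhibition above that plate's mean sample inhibition plus 3 SD, cut at about 26% in these data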;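 further: 0% = ATP-challenged DMSO wells and 100% = DMSO wells without ATP; some compounds past the cut are filed as inactive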
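Material – parental CHO cells · Reagent – ATP stimulus · Compound – single nominal dose of 5.6 µM per compound · Detection – Fluo-8 fluorescence · Read-out basis – percent inhibition of calcium signal · Controls – ATP-challenged DMSO wells low, unchallenged DMSO wells high · Repeats – no replicates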
GPR7 antag: human neuropeptides B/W receptor 1 antagonism; P48145; GPR7-expressing cells, fluorescence antagonist assay; inhibition, % at 4.4 µM; 290,000 tested, 1.1% active; AID 1861; in the data active means inhibition above about 16%, passing the limit was not always enough;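 further: cells stimulated with the agonist NPW; 0% = agonist with vehicle and 100% = vehicle without agonist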
Target sequence (P48145 whole entry, looked up): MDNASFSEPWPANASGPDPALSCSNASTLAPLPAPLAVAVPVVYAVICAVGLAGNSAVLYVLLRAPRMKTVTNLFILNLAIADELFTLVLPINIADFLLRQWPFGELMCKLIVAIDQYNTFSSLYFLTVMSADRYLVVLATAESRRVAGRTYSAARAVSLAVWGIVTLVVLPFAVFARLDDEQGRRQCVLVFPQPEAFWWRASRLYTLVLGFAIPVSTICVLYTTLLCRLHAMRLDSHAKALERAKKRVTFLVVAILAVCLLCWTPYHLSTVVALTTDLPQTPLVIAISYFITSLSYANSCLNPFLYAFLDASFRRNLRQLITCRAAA
M1 ag parental: nonselective activator or artifact in parental CHO-K1 cells | Fluo-8 calcium fluorescence; scaled to maximal ATP response, vehicle zero | activation, % at 3 µM | 360,000 tested, 0.48% active; in the data active means activation above about 15%;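 further: untransfected CHO-K1 host cells lacking M1 receptor as counterscreen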
M1 PAM parental: counter-screen for M1 PAMs: effect in parental CHO-K1 cells | ATP EC20, Fluo-8 calcium fluorescence; 0% at ATP EC20, 100% at ATP max | activation, % at 3 µM | 360,000 tested, 0.02% active;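 active means activation above the run cutoff, the mean activation of all test compounds plus 3 SD, cut at about 40% in these data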;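 further: peak over basal fluorescence ratio in a 140 s read after ATP addition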
CHO-K1 Ca antag: counter-screen for M1 antagonists: effect in parental CHO-K1 cells; ATP-induced calcium, Fluo-8 fluorescence; inhibition, % at 3 µM; 360,000 tested, 0.6% active; AID 602250;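 active means inhibition above a per-plate cutoff, the plate's mean sample inhibition plus 3 SD, cut at about 24% in these data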;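 further: 0% = DMSO plus EC80 ATP and 100% = DMSO alone without ATP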
TAAR1 antag: antagonists of human TAAR1. AID 624466. CHO RD-HGA16 TAAR1, Fluo-8 calcium fluorescence, antagonist. Q96RJ0. 360,000 tested, 1.5% active. inhibition, % at 3 µM;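 active means inhibition above a per-plate cutoff, the mean inhibition of test compounds on that plate plus 3 SD, cut at about 49% in these data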;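 further: 0% = DMSO plus EC80 beta-PEA response and 100% = DMSO alone without agonist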
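System: CHO RD-HGA16 cells bearing hTAAR1. Reagent: EC80 β-phenethylamine stimulus. Schedule: seeding 17-24 h prior, 75-min 37 °C, 30-min RT dye loading. Signal: Fluo-8 intracellular calcium dye fluorescence, real-time kinetic reads. Read-out: % inhibition from peak post-agonist over basal fluorescence ratio. Benchmarks: vehicle wells and EC80 agonist wells. Replicates: n of 1.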
OXTR agonist: agonists of human oxytocin receptor | activation, % at 3 µM | CHO-OTR cells, Fluo-8 calcium fluorescence; normalized: DMSO 0%, oxytocin 100% | 320,000 tested, 0.32% active;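 active means activation above the mean of all tested compounds plus 3 SD, cutoff set per screening run, cut at about 20% in these data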;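 further: peak over basal fluorescence ratio from a 100 s FLIPR kinetic read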
V1R ag counter: V1a receptor agonism, counter-screen for OXTR agonists. P37288. CHO-V1R cells, Fluo-8 calcium fluorescence, agonist mode; 0% DMSO, 100% 3 nM vasopressin. activation, % at 3 µM. 320,000 tested, 0.25% active;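 active means activation above the mean activation of all tested compounds plus 3 SD, per screening run, cut at about 20% in these data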;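 further: signal is peak over basal fluorescence ratio across a 100 second FLIPR read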
Target sequence (P37288 whole entry, looked up): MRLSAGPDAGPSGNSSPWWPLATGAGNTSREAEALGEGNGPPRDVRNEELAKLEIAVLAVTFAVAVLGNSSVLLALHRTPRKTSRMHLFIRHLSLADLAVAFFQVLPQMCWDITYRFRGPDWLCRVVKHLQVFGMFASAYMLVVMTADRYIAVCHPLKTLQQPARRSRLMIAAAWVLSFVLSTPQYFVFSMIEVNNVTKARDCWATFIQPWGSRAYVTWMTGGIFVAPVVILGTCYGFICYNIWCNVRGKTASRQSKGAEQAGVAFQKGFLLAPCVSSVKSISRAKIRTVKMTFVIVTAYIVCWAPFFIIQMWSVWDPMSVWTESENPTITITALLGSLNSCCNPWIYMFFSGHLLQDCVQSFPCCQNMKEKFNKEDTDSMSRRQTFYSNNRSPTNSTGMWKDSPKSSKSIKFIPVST
OXTR potentiator: potentiators of human oxytocin receptor; CHO-OTR cells, Fluo-8 calcium fluorescence, potentiator mode; 0% = oxytocin EC15, 100% = EC100; 320,000 tested, 0.061% active; AID 2445; P30559; activation, % at 3 µM;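 active means activation above that plate's cutoff, the mean activation of tested compounds plus 3 SD, cut at about 6.6% in these data, passing the limit was not always enough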;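 further: 100% uses oxytocin at 75 nM as the full agonist control; some results filed as inactive read as strong as hits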
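Material: human OTR in CHO cells. Compound: 3.0 µM, one dose. Timing: compound 6 min at room temperature before oxytocin, 100 s read. Evaluation: % activation of max/min ratio relative to oxytocin controls. Replication: single well per compound, singlicate. Signal: Fluo-8 calcium dye fluorescence.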
Numbers without * were called inactive; . = not tested or not shown.

SMILES	CHO parental Ca	GPR7 antag	M1 ag parental	M1 PAM parental	CHO-K1 Ca antag	TAAR1 antag	OXTR agonist	V1R ag counter	OXTR potentiator
O=C(NCc1ccccn1)c1ccc(NC(=O)c2ccco2)cc1	-16	-2	0.3	7	1	-10	-0.3	0.5	-3
CCCNC(=O)c1cc2c(c(-c3cccc(-c4cc5ccccc5o4)c3)n1)[C@@H](CCO)N(C(=O)NC(C)C)C2	.	.	3.8	8	3	42	.	.	.
COc1ccc(NC(=O)C(=O)c2cn(CC(=O)N3CCOCC3)c3ccccc23)cc1OC	-14	1	4.2	7	-10	3	3.7	3.8	-9
CCCn1c(C)cc(/C=C(\C#N)C(=O)OCC(=O)Nc2ccc(OC)c(Cl)c2)c1C	-23	-11	0.3	23	-12	-5	-0.4	0.9	-4
CCC(=O)Nc1nc(C)c(C(=O)NC2CCCCC2)s1	-10	-15	0.4	10	-3	-5	0.5	0.4	-5
CN(C)CCn1c(=N)n(CC(O)c2ccc(Cl)c(Cl)c2)c2ccccc21 (stereo unspecified)	-13	17	-0.9	15	11	-5	0.1	0.5	-6
O=C(Nc1ccc(OC(F)F)cc1)c1cc(S(=O)(=O)N2CCOCC2)ccc1F	-20	-10	2.9	12	-11	-27	1.0	2.0	-5
S=C(Nc1ccccc1)N1CCOCC1	7	4	1.0	8	-5	-6	1.2	0.2	6
Cc1nnc(N2C(=O)C(=O)/C(=C(/O)c3ccc4c(c3)OCCO4)C2c2cccc([N+](=O)[O-])c2)s1 (stereo unspecified)	.	.	-0.1	20	0	-17	.	.	.
COC(=O)c1cc(C(=O)OC)n(Cc2ccc(Cl)cc2Cl)n1	-12	8	-1.0	-9	15	-10	-0.9	-0.4	2
Cc1ccccc1OCC1Cn2c(nc3c2c(=O)[nH]c(=O)n3C)O1 (stereo unspecified)	-9	2	0.3	8	-2	-11	1.0	0.9	-1
Cc1cc(NC(=O)Cc2ccccc2)c2ccccc2n1	33*	-1	14	3	11	4	13	7.7	-29
CCOC(=O)C1=C(N)c2ccccc2CC1C1CCCC1 (stereo unspecified)	-22	-17	0.0	1	3	-16	-0.3	-0.6	-1
CC(=O)N1CC(C)Sc2ccc(S(=O)(=O)NCc3ccc(F)cc3)cc21 (stereo unspecified)	10	-9	11	2	0	-6	6.6	6.4	-14
COC(=O)c1cccc(Nc2ncnc3sccc23)c1	-19	0	6.7	10	-10	-2	3.5	10.0	-7
Cc1nc2ccc(NC(=O)c3cc([N+](=O)[O-])cc([N+](=O)[O-])c3Cl)cc2s1	1	9	-0.6	3	4	19	-0.4	0.2	-2
CCC(Sc1ccccn1)C(=O)Nc1nnc(C)s1 (stereo unspecified)	-12	6	0.6	20	-18	11	0.6	0.1	-3
CCn1c(SCC(=O)NCc2ccco2)nnc1-c1ccncc1	-5	-9	.	.	.	.	0.6	0.5	-17
O/N=C(/CCc1ccccc1)C1(O)CCCCC1	19	2	1.4	14	-26	-20	-0.2	7.5	-5
Cc1sc2ncnc(N3CCN(S(=O)(=O)c4ccc(C(C)(C)C)cc4)CC3)c2c1C	51*	.	0.4	-1	-7	0	4.4	4.0	-10
O=C(CCl)N(Cc1cccc([N+](=O)[O-])c1)c1cccc(Cl)c1	.	1	-0.4	7	6	9	.	.	.
COc1ccccc1CNc1ncnc2c1cnn2-c1ccccc1	-12	.	0.4	26	-9	-6	-0.8	-1.2	-4
CCOc1ccccc1NC(=O)C1C2C=CC(C2)C1C(=O)O (stereo unspecified)	-14	-12	0.7	22	-10	10	2.0	1.5	7
Cc1cc2nc(-c3ccco3)c(Cc3cccc(F)c3)n2c(C)c1Br	.	.	0.3	4	8	17	.	.	.
CCCCN(C(=O)C1=NN(c2ccccc2)C(=O)CC1)c1c(N)n(CC(C)C)c(=O)[nH]c1=O	-4	.	0.2	3	-13	-6	-0.5	0.3	0

Additional entries follow:
SMILES	CHO parental Ca	GPR7 antag	M1 ag parental	M1 PAM parental	CHO-K1 Ca antag	TAAR1 antag	OXTR agonist	V1R ag counter	OXTR potentiator
CC1(C)Cc2nc(-c3ccccc3)nc(SCC(O)CO)c2CO1 (stereo unspecified)	-10	-12	1.2	4	-1	-32	-0.8	0.6	-6
CCCOc1ccc(NC(=O)C2CC(=O)N(C(C)C)C2)cc1 (stereo unspecified)	-6	-16	0.1	1	3	4	-0.3	-1.0	-8
O=C(Nc1ccc(C(=O)NC2CCCCC2)cc1)c1cccnc1	-7	-5	1.2	7	-20	-12	-0.8	0.2	-11
CN(C(=O)c1ccccc1C(=O)c1ccccc1)C1CCS(=O)(=O)C1 (stereo unspecified)	-3	6	-0.3	20	-15	-11	-0.1	0.3	-3
Cc1ccc(NC(=O)NC2CCCCCCC2)cc1	.	-2	3.2	10	-3	-24	.	.	.
CC(=O)c1cc(C#N)c(N2CCCCC2)nc1C	-14	6	1.4	24	-3	23	-0.7	1.2	-9
CS(=O)CC(O)(c1ccc(F)cc1)C1CC1 (stereo unspecified)	.	.	0.0	-1	-4	-24	.	.	.
CN(Cc1ccccc1)C(=S)Nc1ccc(OC(F)F)cc1	-4	-7	0.4	8	8	-8	0.2	0.6	1
COc1ccc(OC)c(NC(=O)CCn2cccc2)c1	-3	3	0.5	16	-11	-9	0.1	0.3	1
C=Cn1cc(CNC[C@H]2O[C@@H](n3ccc(N)nc3=O)[C@H](O)[C@@H]2O)c(C)n1	.	.	3.6	2	10	-2	.	.	.
CC1CN(C(=O)CCC(=O)NCCCc2ccccc2)c2ccccc2O1 (stereo unspecified)	-15	-9	2.0	21	-11	-4	-1.8	-0.6	2
O=C(CN1CCCCC1)Nc1cc(Cl)ccc1Cl	-10	15	-0.7	-5	3	-8	-1.6	-0.7	7
CSc1nnc2n(C)c3c(c(=O)n12)C1(CCCC1)Cc1ccccc1-3	-8	-6	0.1	11	-7	13	-0.3	-1.2	-7
COC(=O)Cn1cnc2c(cnn2-c2ccc(C)cc2)c1=O	-8	6	5.2	13	-12	.	0.5	1.1	-4
CC(C)Oc1ccc(S(=O)(=O)N2CCOCC2)cc1NC(=O)CC1CCCC1	-19	.	-0.5	13	-18	-12	-2.2	-0.9	-1
CCOC(=O)Cc1nc2ccccc2o1	-8	-1	.	.	.	.	-0.1	0.9	-16
CCOC(=O)CNC(=O)c1sc(NC(=O)/C=C/c2ccccc2)nc1C	-9	2	0.2	23	-23	-16	0.2	0.1	0
CCCCCCC(=O)Nc1nc(C)c(-c2csc(Nc3cc(Cl)ccc3OC)n2)s1	-11	-2	-0.6	-21	11	-9	-1.5	-0.5	-14
CCOc1ccccc1NC(=O)COn1nnc2ccccc21	-16	0	1.0	12	-4	-4	0.3	-0.9	-12
CCOC(=O)C1=C(C)N[C@@]2(O)c3ccccc3C(=O)[C@@]12O	-5	12	0.8	17	-6	25	0.3	0.5	-3
Cc1cccn2c(=O)c(/C=N/O)c(N3CCCCC3)nc12	-9	2	-0.1	15	-28	.	-1.9	-1.3	-6
COc1ccc(OC(=O)CN2C(=O)C3C4CCC(C4)C3C2=O)cc1 (stereo unspecified)	-8	1	0.4	-13	10	-12	0.2	1.8	-7
COc1ccccc1NC(=O)C1Cc2ccccc2CN1C(=O)c1ccco1 (stereo unspecified)	-23	-2	2.5	6	-13	0	0.8	0.3	0
O=C(NCC(=O)N1CCN(Cc2ccccc2)CC1)c1ccccc1Cl	.	.	0.9	3	0	-8	.	.	.
CN(CC(=O)Nc1ccc(F)cc1)C(=O)COC(=O)c1cc(Br)c(Br)s1	.	.	1.2	-1	-4	2	.	.	.

4 compounds out of the list, arranged by SMILES length, descending:
SMILES	CHO parental Ca	GPR7 antag	M1 ag parental	M1 PAM parental	CHO-K1 Ca antag	TAAR1 antag	OXTR agonist	V1R ag counter	OXTR potentiator
CC1(C)Cc2nc(-c3ccccc3)nc(SCC(O)CO)c2CO1 (stereo unspecified)	-10	-12	1.2	4	-1	-32	-0.8	0.6	-6
CCCOc1ccc(NC(=O)C2CC(=O)N(C(C)C)C2)cc1 (stereo unspecified)	-6	-16	0.1	1	3	4	-0.3	-1.0	-8
CN(Cc1ccccc1)C(=S)Nc1ccc(OC(F)F)cc1	-4	-7	0.4	8	8	-8	0.2	0.6	1
CCOc1ccccc1NC(=O)COn1nnc2ccccc21	-16	0	1.0	12	-4	-4	0.3	-0.9	-12

Fetched by compound from the entries so far:
SMILES	CHO parental Ca	GPR7 antag	M1 ag parental	M1 PAM parental	CHO-K1 Ca antag	TAAR1 antag	OXTR agonist	V1R ag counter	OXTR potentiator
CCCCCCC(=O)Nc1nc(C)c(-c2csc(Nc3cc(Cl)ccc3OC)n2)s1	-11	-2	-0.6	-21	11	-9	-1.5	-0.5	-14
Cc1ccc(NC(=O)NC2CCCCCCC2)cc1	.	-2	3.2	10	-3	-24	.	.	.
C=Cn1cc(CNC[C@H]2O[C@@H](n3ccc(N)nc3=O)[C@H](O)[C@@H]2O)c(C)n1	.	.	3.6	2	10	-2	.	.	.

The list goes on:
SMILES	CHO parental Ca	GPR7 antag	M1 ag parental	M1 PAM parental	CHO-K1 Ca antag	TAAR1 antag	OXTR agonist	V1R ag counter	OXTR potentiator
COc1ccc(C(C(=O)NC2CCCC2)N(CCN2CCOCC2)C(=O)c2ccc(OC)c(OC)c2)cc1 (stereo unspecified)	-7	-4	0.7	20	-17	4	0.2	-0.7	-4
CN(C1CCCCC1)S(=O)(=O)c1cc2c3c(c1)CCN3C(=O)CC2	4	.	-0.1	-15	3	-5	-0.6	-1.6	-1
COc1ccc(CNS(=O)(=O)c2cccc(S(=O)(=O)N3CCOCC3)c2)cc1	-16	-3	3.0	9	-20	-7	2.2	1.0	8
CC(C)N1CCOC1c1ccccc1 (stereo unspecified)	.	.	0.6	-5	2	-4	.	.	.
CCc1c(C(=O)NCCc2ccc(OC)c(OC)c2)[nH]c(C)c1C(C)=O	-11	-9	0.8	-2	5	5	0.1	0.4	0
Cc1noc(/C=C/N(C)C)c1S(=O)(=O)N1CCc2ccccc21	-9	-10	2.1	21	1	-2	1.0	1.4	-1
Cc1nc(SCC(=O)c2ccc(F)cc2)n[nH]1	-3	-6	0.4	27	-8	-12	2.1	-0.5	-5
CCCCOc1ccc(S(=O)(=O)NNC(=O)C2Cc3c(ccc4ccccc34)O2)cc1 (stereo unspecified)	-10	-16	0.4	27	-20	-18	1.1	0.3	-11
O=C(NCc1ccncc1)c1ccc(NS(=O)(=O)c2ccccc2)cc1	-4	-6	0.1	-7	-4	-17	0.0	0.6	-6
